PMI inhibitors: MPI enzyme activity inhibition – biochemical, fluorescence intensity, coupled assay, primary screen (AID 1209); purified PMI enzyme, coupled fluorescence intensity; higher % means a stronger effect; 190,000 tested, 0.42% active; inhibition, % at 20 µM; hits with a dose series show IC50 in µM;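 further: plate controls were DMSO vehicle for no effect and wells lacking substrate for full effect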
M1AAP inhibition: malaria alanyl aminopeptidase activity blockers – biochemical, fluorogenic H-Leu-NHMec substrate, 1536-well (AID 1445) | inhibition, % at 30 µM; hits with a dose series show IC50 in µM | 220,000 tested, 0.42% active | recombinant M1AAP, H-Leu-NHMec fluorogenic kinetic assay; higher % means a stronger effect;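 active means primary inhibition above the hit cutoff, then over 50% inhibition at one or more dose response concentrations, cut at about 23% in these data, passing the limit was not always enough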;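 further: plate controls were DMSO full reaction for no effect and no enzyme background for full effect; strong numbers were not always called active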
TNAP activation fold: stimulation of alkaline phosphatase TNAP activity – biochemical, luminescent, no phosphate acceptor, uHTS, primary screen (AID 1001); purified TNAP, luminescent activation assay, no phosphate acceptor; higher activation fold means a stronger effect; activation fold at 20 µM, or EC50 in µM where a hit was titrated; 200,000 tested, 0.03% active; in the data active means activation fold from about 3, or a potency from the dose series; inactive means the rest, 99 in 100 with activation fold below about 1.6; further: many of its hits are not listed in these tables
XIAP displacement: XIAP antagonists, biochemical, IAP family, fluorescence polarization (AID 1018) | XIAP BIR domain, fluorescence polarization peptide displacement; higher % means a stronger effect | displacement, % at 20 µM; hits with a dose series show IC50 in µM | 200,000 tested, 0.007% active; in the data active means displacement above about 50%; further: a part of the inactive calls stands beside numbers as strong as those of hits
P. falciparum M17LAP: P. falciparum M17LAP inhibitors, primary screen, biochemical, fluorogenic H-Leu-NHMec substrate, 1536-well (AID 1619); inhibition, % at 30 µM; hits with a dose series show IC50 in µM; 220,000 tested, 0.38% active; recombinant M17LAP, H-Leu-NHMec fluorogenic kinetic assay; higher % means a stronger effect;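 active means compound inhibiting the enzyme by more than half at any dose during confirmatory dose-response retesting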;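 further: plate controls were full reaction with DMSO carrier for no effect and no enzyme background for full effect; strong numbers were not always called active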
Myeloid diff 2: promotes myeloid progenitor differentiation; calls only at 10 µM; ER-HoxA9 myeloid progenitors, lysozyme-GFP differentiation, flow cytometry; 360,000 tested, 1% active;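 active means normalized GFP-positive differentiation at or above the plate's own cutoff, the solvent-only control mean plus 3 SD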;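 further: cells exposed to compound for four days before flow analysis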
PMI inhibition: human PMI inhibitors, high substrate, primary screen, biochemical, fluorescence intensity, high mannose 6-phosphate (AID 1220). 190,000 tested, 0.66% active. recombinant PMI enzyme, coupled fluorescence intensity; higher % means a stronger effect. one-dose inhibition, % at 20 µM; IC50 in µM for titrated hits
ER stress rescue: rescue of cells from ER stress-induced death, primary screen, 384-well, CSM14.1, thapsigargin, ATP luminescence (AID 1222); CSM14.1 thapsigargin-induced death rescue, ATP luminescence; higher % means a stronger effect; 190,000 tested, under 10 active; cellular ATP content (survival), % at 20 µM; hits with a dose series show EC50 in µM;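 active means EC50 below 50 µM in the dose-response confirmation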;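 further: death triggered by thapsigargin at about 15 µM added after 2 h compound pretreatment; cell ATP read after overnight thapsigargin exposure of roughly 18 to 22 hours; normalized against plate controls of thapsigargin alone and 5% DMSO vehicle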
LYP inhibition: PTPN22 lymphoid phosphatase activity blockers – biochemical, fluorescence intensity, uHTS (AID 1779) | recombinant LYP phosphatase, fluorescence intensity; higher % means a stronger effect | one-dose inhibition, % at 11.5 µM; IC50 in µM for titrated hits | 290,000 tested, 0.054% active;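 further: plate controls were vehicle with enzyme for no effect and no enzyme for full effect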
Myeloid diff 2 GFP+ MAC1+ %: further read-out of Myeloid diff 2, marked with its call; GFP+ MAC1+ double positive, %; measured here: differentiation confirmed by MAC1 staining
* = called active by the depositor; i = inactive; . = not tested or not shown. Unless noted, no stated cut-off is given here; in the data, active means inhibition above about 50%; inactive means the rest.

cpd	SMILES	PMI inhibitors	M1AAP inhibition	TNAP activation fold	XIAP displacement	P. falciparum M17LAP	Myeloid diff 2	Myeloid diff 2 GFP+ MAC1+ %	PMI inhibition	ER stress rescue	LYP inhibition
1	COc1ccc(C(C#N)Nc2ccccc2OC)cc1 (stereo not drawn)	20%	-4%	1.1	-16%	-3%	i	2.1	24%	-0.4%	-4%
2	CC1CC(CC(C)C(=O)Nc2nncs2)C(=O)O1 (stereo not drawn)	-17%	6%	1	-4.8%	9%	i	7.8	-12%	-0.2%	-8%
3	O=C(NN1C(=O)c2cc(Br)ccc2NC1c1ccccc1Cl)c1ccncc1 (stereo not drawn)	4%	10%	1.1	-0.3%	-16%	i	0.0	-6%	-1.3%	-7%
4	C(#Cc1ccc(C#CCN2CCCC2)cc1)CN1CCCC1	17%	2%	1.1	-2.9%	5%	i	0.4	14%	0.2%	-6%
5	CC(C)C(NC(=O)c1ccccc1)C(=O)NCc1ccccn1 (stereo not drawn)	-4%	3%	1	-5.8%	7%	i	8.4	0%	-1.8%	-5%
6	O=C(Nc1ccccn1)c1cccnc1	-9%	12%	1.1	1.4%	-6%	i	1.2	-12%	0.6%	-9%
7	O=C1C2C3C=CC(C3)C2C(=O)N1CCCCN1C(=O)C2C3C=CC(C3)C2C1=O (stereo not drawn)	17%	4%	1.1	-4.2%	3%	i	1.0	6%	-2.5%	2%
8	COc1ccc(C2/C=C\CN(C(=O)c3ccc(C)cc3)[C@H](Cc3ccccc3)C(=O)N2Cc2ccc(F)cc2)cc1 (stereo partly drawn)	.	-1%	.	.	14%	i	0.7	.	.	4%
9	Cc1ccc(-n2nc3c([n+]2[O-])CCc2nonc2-3)cc1	5%	8%	1.1	-2.6%	1%	i	0.1	0%	0.1%	0%
10	Brc1ccc(C2NCCS2)cc1 (stereo not drawn)	-52%	1%	0.3	-5.7%	1%	i	0.3	-40%	0.1%	-7%
11	O=C(CN1C(=O)NC2(CCCCCCC2)C1=O)NC(=O)NCc1ccco1	4%	7%	1.1	-1.8%	6%	i	1.0	4%	1.2%	-7%
12	COC(=O)CC/C(O)=C1\C(=O)CC(C)(C)CC1=Nc1ccccc1OC	2%	4%	1.1	-3.3%	2%	i	0.8	2%	-5.0%	-10%
13	CCCC1(CCC)NC(=O)N(CC(=O)Nc2cccc(OC)c2)C1=O	-4%	1%	1.1	-2.0%	1%	i	1.1	0%	1.4%	-11%
14	O=S(=O)(Nc1ccc(Cc2ccncc2)cc1)N1CCCC1	3%	4%	1.1	-3.1%	-7%	i	4.0	0%	-1.5%	7%
15	O=C(CC(=O)NN=C1CCCCCC1)NCc1cccnc1	-9%	3%	1.1	-2.7%	-10%	i	0.4	-11%	.	-1%
16	O=C(CSc1nnc(-c2ccccc2)n1Cc1ccco1)NCc1ccc2c(c1)OCO2	-10%	0%	1.2	-4.9%	-7%	i	1.5	-12%	-0.7%	-13%
17	COc1ccc(C(=O)O)cc1S(=O)(=O)N(CCc1ccccc1)Cc1ccccc1	.	6%	.	.	11%	i	0.2	.	.	5%
18	CCNC(=O)/C(=C\C=C\c1ccccc1)NC(=O)c1ccc(Br)o1	-11%	12%	1.1	-6.9%	35%	i	0.4	-11%	-4.8%	5%
19	CCN1C(=O)c2ccc(C(=O)O)cc2C1=O	-15%	4%	1.1	-6.9%	13%	i	0.9	-8%	-1.3%	-2%
20	CC1(C)CC(=O)C(CC(=O)Nc2cc(C(F)(F)F)ccc2Cl)C(=O)C1	-26%	0%	0.5	-7.6%	-1%	i	0.1	-10%	-1.0%	-10%
21	CC#CCN(CC#CC)S(=O)(=O)c1ccc(-n2cnnn2)c(OC)c1	9%	2%	1.1	0.8%	-6%	i	6.7	7%	1.7%	-9%
22	N#Cc1sc(C(N)=O)c(-c2ccccc2)c1-c1ccccc1	.	-2%	.	.	0%	i	0.5	.	.	-5%
23	CCc1n[nH]c(=S)n1/N=C/c1cc(Br)c(O)c(OC)c1	.	15%	.	.	20%	i	0.6	.	.	-6%
24	CCOC(=O)c1c(C)[nH]c(C(=O)CSc2nnc(Nc3ccccc3F)s2)c1C	5%	4%	1.1	-7.3%	8%	i	1.1	6%	-4.3%	-9%
25	O=S(=O)(O)c1ccc(N2N=C(c3ccccc3)CC2c2ccccc2)cc1 (stereo not drawn)	-31%	23%	1.1	-9.6%	i	i	0.3	-13%	-1.8%	-27%
26	CCOC(=O)C1CCN(C(=O)CSc2ccc(Cl)cc2)CC1	-3%	-2%	1.1	-0.4%	11%	i	0.8	-5%	-0.2%	-8%
27	Cc1ccc(NC(=O)Nc2ccnc(-c3cccnc3)n2)cc1	14%	-1%	1	-8.1%	1%	i	1.0	16%	-3.0%	-2%
28	COc1ccc(S(=O)(=O)NCc2ccc(C(=O)N3CCN(c4ccccn4)CC3)cc2)cc1	11%	4%	1.1	-7.7%	-4%	i	0.2	5%	-3.9%	-10%
29	O=C(NNS(=O)(=O)c1ccccc1F)c1cc(-c2ccccc2)n[nH]1	.	9%	.	.	1%	i	1.2	.	.	-11%
30	CCCc1nc2ccccc2c(C(=O)OC(C)C(=O)NCc2ccc3c(c2)OCO3)c1CC (stereo not drawn)	11%	1%	1.2	-1.5%	6%	i	0.3	15%	-1.0%	3%
31	CCCc1ccc(OCC(=O)Nc2cc(S(=O)(=O)CC)ccc2O)cc1	16%	.	1.1	-3.1%	.	i	0.6	18%	2.8%	-8%
32	O=C(CSc1ccccc1)NCCCN1CCOCC1	5%	6%	1.1	-1.0%	-4%	i	0.9	4%	2.8%	-8%
33	Nc1c(NCc2ccccc2)c(=O)c1=O	.	5%	.	.	0%	i	0.4	.	.	3%
34	O=[N+]([O-])c1cccc(C(=S)N2CCN(c3ccc(F)cc3)CC2)c1	26%	2%	1.2	-1.9%	-7%	i	0.5	5%	1.3%	1%
35	CCOc1ccc(/C(O)=C/C(=O)C(=O)Nc2ccc(S(=O)(=O)NC(C)=O)cc2)cc1	12%	5%	1	-6.3%	47%	i	0.3	2%	-2.1%	2%
36	O=C1c2ccccc2C(=O)N1CC(O)COCc1ccccc1 (stereo not drawn)	-12%	9%	1	-1.4%	17%	i	6.4	-2%	0.0%	-6%
37	COc1ccc(NS(=O)(=O)c2cc(Cl)ccc2Cl)cc1S(=O)(=O)N1CCCCC1	7%	2%	1.1	-0.4%	8%	i	0.5	3%	-1.2%	-2%
38	Cc1cc(NC(=O)CSc2nc3c(c(=O)n(C)c(=O)n3C)n2C(C)C)no1	14%	-2%	1	-24%	-5%	i	4.2	9%	-1.0%	-5%
39	Cc1ccc(S(=O)(=O)Oc2ccc(/C=N/N=C3/NC(=O)C(CC(=O)O)S3)cc2)cc1 (stereo not drawn)	-2%	.	1	-6.4%	.	i	0.4	-3%	0.8%	1%
40	C=CCNc1oc(-c2ccc(OC)cc2)nc1C#N	14%	1%	1.1	-9.9%	-5%	i	5.9	6%	0.0%	-12%
41	Cc1c(C)c(C)c2[nH]c(=S)[nH]c2c1C	.	1%	.	.	0%	i	0.9	.	.	-5%
42	CN(C)S(=O)(=O)c1ccc(C(=O)NCCN2C(=O)S/C(=C\c3cccnc3)C2=O)cc1	16%	12%	1	-7.9%	5%	i	0.1	15%	-1.5%	-9%
43	Cc1ccc(CSC2=Nc3sccc3C3=NC(=O)CN23)cc1	6%	3%	1	-8.0%	4%	i	0.8	-2%	3.0%	15%
44	CCCn1c(O)c(/C=C2\C=NN=C2c2ccccc2)sc1=S	14%	12%	1.1	0.2%	-7%	i	0.5	1%	-1.3%	4%
45	CC1CCC2C(=O)N(c3ccc(Cc4ccncc4)cc3)C(=O)C2C1 (stereo not drawn)	2%	2%	1.1	-2.4%	-4%	i	0.0	-8%	0.4%	-8%
46	O=C(NC1Cc2ccccc2C1)c1cc(COc2ccc(F)cc2Cl)on1	2%	3%	1.1	-7.3%	-5%	i	0.1	-6%	0.3%	4%
47	O=C(CSc1ccc(-c2ccccc2)nn1)N1CCOCC1	5%	0%	1.1	1.6%	11%	i	4.5	2%	-1.4%	0%
48	Cc1cccc(N2C(=O)SC(SC(=Nc3ccccc3)Nc3ccccc3)C2=O)c1 (stereo not drawn)	52%*	10%	1.1	-17%	-6%	i	1.2	39%	-3.7%	-4%
49	O=C(c1ccccc1-c1nc(-c2ccccc2Cl)no1)N1CCOCC1	.	0%	.	.	-2%	i	1.0	.	.	-2%
50	O=C(N1CCOCC1)N1CCN(c2nc(-c3ccc(F)cc3)cs2)CC1	6%	1%	1.1	-2.1%	9%	i	12	5%	-5.1%	14%
51	O=c1cc(N2CCc3ccccc32)[nH]c(=O)n1-c1ccccc1	-3%	4%	1.1	1.2%	1%	i	1.2	15%	-0.6%	-4%
52	CC(C)OCC(O)CCc1n[nH]c(=S)n1-c1ccccc1 (stereo not drawn)	2%	2%	1	-6.3%	5%	i	0.7	-8%	0.2%	-6%
53	O=C(N/N=C\c1ccccc1)c1ccccc1-n1cccc1	0%	2%	1.2	-1.8%	6%	i	1.0	1%	.	-4%
54	CC(=O)c1csc(Nc2ccccc2Cl)n1	.	15%	.	.	12%	i	0.3	.	.	-1%
55	CCC(Sc1ncccc1C(=O)O)C(=O)N1CCOCC1 (stereo not drawn)	-9%	-6%	0.9	-9.6%	-6%	i	5.8	-4%	-2.8%	-5%
56	O=C(O)c1cc(N2C(=O)C3CC=CCC3C2=O)ccc1NCc1cccnc1 (stereo not drawn)	5%	8%	1.1	-1.5%	-25%	i	0.1	-4%	-0.7%	-6%
57	O=C(Nc1ccc(N2CCN(C(=O)c3ccco3)CC2)cc1)c1ccccc1F	-7%	4%	1.1	2.2%	11%	i	0.4	-2%	-0.9%	-6%
58	CCOC(=O)N1CCC(NC(=O)c2ccc(N3CCC4(CC3)OCCO4)c([N+](=O)[O-])c2)CC1	15%	7%	1	-2.1%	11%	i	0.2	8%	-1.9%	-2%
59	O=C1CC(C(=O)O)S/C(=N\NC(=O)c2ccc(F)cc2)N1 (stereo not drawn)	21%	1%	1.2	-5.8%	6%	i	0.9	32%	-0.8%	-3%
60	CCOC(=O)N1CCN(C(=O)c2ccc(Cl)c(S(=O)(=O)N3CCOCC3)c2)CC1	-2%	-1%	0.9	-6.1%	8%	i	3.9	-7%	-0.9%	-2%

Compound profiles, as listed above. Values in the order: PMI inhibitors, M1AAP inhibition, TNAP activation fold, XIAP displacement, P. falciparum M17LAP, Myeloid diff 2, Myeloid diff 2 GFP+ MAC1+ %, PMI inhibition, ER stress rescue, LYP inhibition
CCC(Sc1ncccc1C(=O)O)C(=O)N1CCOCC1 (stereo not drawn) as listed: -9%, -6%, 0.9, -9.6%, -6%, i, 5.8, -4%, -2.8%, -5%
O=C1CC(C(=O)O)S/C(=N\NC(=O)c2ccc(F)cc2)N1 (stereo not drawn) as listed: 21%, 1%, 1.2, -5.8%, 6%, i, 0.9, 32%, -0.8%, -3%
CC1CCC2C(=O)N(c3ccc(Cc4ccncc4)cc3)C(=O)C2C1 (stereo not drawn) as listed: 2%, 2%, 1.1, -2.4%, -4%, i, 0.0, -8%, 0.4%, -8%
